# Source: PubChem
# C2C12 statin: suppressors of statin myotoxicity in C2C12 myotubes, primary screen, cell-based, single point, plate reader; C2C12 myotubes + simvastatin, ATP luminescence, 48 h; scaled: DMSO 0, geranylgeraniol control 100; rescue of ATP level, % at 7.49 µM; 330,000 tested, 0.78% active; AID 602340, 2012;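 active = mean ATP rescue above about 67%, or every replicate alone reaching that limit, limit read from the data, passing the limit was not always enough; inconclusive = no clear call, values can overlap the other calls; inactive = mean under the limit and some replicate under it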;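 also: myotubes were challenged with 10 µM simvastatin during compound exposure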
# esBAF inh: Bmi1 luciferase reporter increase in mESCs, primary screen, esBAF inhibitor project, mouse ES cells, Bmi1 luciferase knock-in, single point; 24 h; 100% = twice the neutral-well signal; reporter increase, % at 12.5 µM; 350,000 tested, 2% active; in the data active = activation above about 40%; inconclusive = no clear call, values can overlap the other calls;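 also: 0% = median of the plate's neutral control wells and 100% = double that signal; a rise in the Bmi1 reporter signal indicates esBAF inhibition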
# SIRT5 block: SIRT5 desuccinylase inhibitors, primary screen, biochemical, fluorescence imaging, single point, set 5; inhibition, % at 15 µM; Purified SirT5, succinyl-peptide AMC, trypsin-coupled fluorescence; NAD-dependent protein deacylase sirtuin-5, mitochondrial (Homo sapiens), Q9NXA8; 330,000 tested, 1.1% active; in the data active = inhibition above about 15%; inconclusive = no clear call, values can overlap the other calls
# Target sequence (Q9NXA8 whole entry, looked up): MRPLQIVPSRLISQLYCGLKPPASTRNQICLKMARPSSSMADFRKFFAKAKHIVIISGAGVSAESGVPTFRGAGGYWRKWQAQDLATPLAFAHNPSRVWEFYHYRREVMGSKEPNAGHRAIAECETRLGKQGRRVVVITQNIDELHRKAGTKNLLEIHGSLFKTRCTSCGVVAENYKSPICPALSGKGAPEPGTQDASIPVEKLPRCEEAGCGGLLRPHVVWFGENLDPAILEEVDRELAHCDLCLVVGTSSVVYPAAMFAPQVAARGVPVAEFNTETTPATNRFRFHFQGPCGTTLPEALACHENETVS
# Casp6 inh: human caspase-6 inhibitors, primary screen, biochemical, VEID-R110 fluorescence, single point, set 2. P55212. purified caspase-6, Z-VEID-R110 cleavage fluorescence. inhibition, % at 12.5 µM. 350,000 tested, 0.53% active. AID 686996, 2013;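 active = mean inhibition across replicates at least about 35%, with every replicate also reaching that limit, limit read from the data; inconclusive = only one of the two criteria met; inactive = neither criterion met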;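 also: 0% = median of neutral control wells and 100% = no fluorescence left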
# Target sequence (P55212 24-179 limits assumed): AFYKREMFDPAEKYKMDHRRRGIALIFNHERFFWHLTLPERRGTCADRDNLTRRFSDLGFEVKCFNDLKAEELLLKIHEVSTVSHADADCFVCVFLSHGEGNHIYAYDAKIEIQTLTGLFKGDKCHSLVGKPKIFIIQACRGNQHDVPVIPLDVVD
# Target sequence (P55212 194-293 limits assumed): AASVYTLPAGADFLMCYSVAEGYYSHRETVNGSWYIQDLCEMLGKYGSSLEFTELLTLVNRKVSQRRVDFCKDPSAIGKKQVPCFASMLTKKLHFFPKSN
# LGR2 inh: inhibitors of bursicon-induced LGR2 CRE-luciferase signal, primary screen, cell-based, HEK293, CRE-luciferase reporter, bursicon stimulation | Drosophila bursicon receptor LGR2 (rickets) | bursicon-stimulated, 4 h | inhibition, % at 9.99 µM | 380,000 tested, 0.35% active;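 active = drop in luminescence signal, shown as inhibition above about 50% in the replicate tests, limit read from the data, passing the limit was not always enough; inconclusive = probably only some replicates passing the limit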;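 also: agonist challenge used bursicon conditioned medium at about half maximal strength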
# FN deposition inh: inhibitors of fibronectin matrix deposition, primary screen, AH1F cells, Alexa488-fibronectin fluorescence, plate reader; inhibition, % at 12.6 µM; 350,000 tested, 0.086% active; AID 743247, 2014; AH1F fibroblasts, overnight;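 active = mean inhibition across replicates of 30% or more, regardless of how many single replicates reach that level; inconclusive = mean under 30% yet at least half of replicates reach 30%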;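 also: positive control wells lacked labelled fibronectin entirely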
#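 Assay system: AH1F fibroblast monolayer, labelled fibronectin deposition. Amount: 10000 cells per well. Also added: labelled fibronectin 24 nM. Compound: single-point pinned compound. Incubation: cell attachment 1 h, compound and FN exposure overnight. Detection: fluorescence after three HBSS washes, excitation 485 nm, emission 525 nm. Read-out: inhibition of fibronectin deposition signal.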
# S100A4 MyoIIA: inhibitors of S100A4-myosin IIA peptide binding, primary screen, biochemical, fluorescence polarization, TAMRA-MyoIIA peptide; Protein S100-A4 (Homo sapiens), P26447; inhibition, % at 10.7 µM; 360,000 tested, 0.14% active;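 active = mean inhibition of at least 70% across replicates, with every replicate also reaching that level; inconclusive = mean inhibition reaches 70% but some replicates fall short; inactive = mean inhibition below 70%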
# Target sequence (P26447 whole entry, looked up): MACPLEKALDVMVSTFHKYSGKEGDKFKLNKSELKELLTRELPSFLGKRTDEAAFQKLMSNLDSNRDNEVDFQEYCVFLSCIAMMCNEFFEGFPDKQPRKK
#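 assay system = human S100A4 monomer with TAMRA-labelled myosin IIA peptide | also added = labelled myosin peptide probe, 5 nM | incubation = 5 min between mix addition and reading | control set = DMSO and TFP controls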
# Active calls of the source: *; ? = inconclusive; nt = not tested or not shown; & = joins results of further samples. This is a subset; rates above refer to the full screens.
SMILES,C2C12 statin,esBAF inh,SIRT5 block,Casp6 inh,LGR2 inh,FN deposition inh,S100A4 MyoIIA
CCCCN(C(C)=O)c1c(CC)nc2ccc(C(=O)NCCOc3ccc(OC)cc3)cn12,30,-3,nt,-1,-21,8,0
O=C(NCc1ccc(F)cc1)c1cc(C2CCCN(C(=O)c3ccccn3)C2)on1 (configuration not stated),-5,6,nt,1,23,-7,1
Cc1nn(-c2cc(Cl)ccc2Cl)c(C)c1C(=O)O,8,-1,-3,0,-4,6,2
COc1ccc(CCNC(=O)c2cc(-c3cc(C)c(C)cc3O)n[nH]2)cc1OC,1,3,nt,nt,nt,3,nt
O=C(COC(=O)c1ccc2c(c1)OCO2)NCc1ccc(Cl)cc1,10,-5,nt,nt,nt,5,nt
O=C(CSc1nncs1)Nc1nnc(-c2ccccc2)o1,-3,2,0,29,-5,nt,0
CCCCCCCNC(=O)C1(CC2CC(c3cccc(Br)c3)=NO2)CCN(C(=O)C2CCCC2)CC1 (configuration not stated),7,12,-3,-4,17,5,2
COc1ccc(CCNC(=O)CCc2nnc(Cc3ccc4c(c3)OCO4)o2)c(OC)c1,0,-1,-3,-3,7,7,1
C[C@H]1CN([C@@H](C)CO)C(=O)c2cc(-c3cncnc3)cnc2O[C@@H]1CN(C)C(=O)CN1CCOCC1,-3,-2,nt,nt,4,-5,nt
C[C@H]1CN([C@@H](C)CO)C(=O)Cc2cc(NC(=O)C3CCCCC3)ccc2O[C@H]1CN(C)S(=O)(=O)c1ccc(Cl)cc1,4,4,5,-2,-2,nt,1
O=C(CN1C(=O)c2ccccc2C1=O)NCc1ccncc1,-29,-7,nt,nt,-6,-6,nt
Cc1ccc(CNC(=O)c2cc(Cl)cc(Cl)c2)n1C,6,-2,-2,5,-10,0,0
O=C(C=Cc1ccco1)N1CCOCC1,-3,2,-2,-1,0,3,-2
CC=Cc1ccc2n(c1=O)C[C@@H]1[C@@H](CO)[C@H](C(=O)NCc3ccc(F)cc3)N(Cc3cncnc3)[C@H]21 (mixture of isomers),-8,0,-7,0,4,nt,-12
CC1=CC(=O)C=CC1=Nc1ccc(N(C)C)cc1,nt,nt,-2,7,-13,-6,27
OCCC1CN(Cc2ccccc2O)CCN1CCc1ccccc1 (configuration not stated),nt,nt,-2,-4,5,nt,-4
COc1ccc(NC(=O)C2Cc3c(-c4cccc(C(C)=O)c4)ccnc3O2)cc1OC (configuration not stated),-9,-10,0,0,0,-7,-1
COc1ccc(-n2nc3c(c2NC(=O)c2ccc4c(c2)OCO4)CS(=O)(=O)C3)cc1,6,-2,-2,13,-3,5,-9
CCCc1nnc(NC(=O)C2CCN(C(=O)c3ccco3)CC2)s1,1,-4,-1,1,2,9,-3
COc1cc(C(=O)NC(C)c2cc(C)ccc2C)ccc1OCC(=O)N1CCOCC1 (configuration not stated),5,-3,-1,-3,4,-2,2
CC(C)NC(=O)N(C)C[C@@H]1Oc2ccc(NC(=O)C3CC3)cc2CC(=O)N([C@H](C)CO)C[C@@H]1C,2,-3,-6,5,10,nt,2
NNC(=O)c1n[nH]c(=O)c2ccccc12,11,-8,-3,1,-1,5,-1
Cc1cccc(CN2CCN(C3CN(CCc4ccccc4)S(=O)(=O)C3)CC2)c1 (configuration not stated),10,-5,3,-3,-21,-8,-2
CCCCN(CC)CCCNC(=O)CC1Oc2ccccc2NC1=O (configuration not stated),-11,-8,17*,-11,-15,nt,2

# An excerpt from above with just SIRT5 block:
mol,SIRT5 block
CC(C)NC(=O)N(C)C[C@@H]1Oc2ccc(NC(=O)C3CC3)cc2CC(=O)N([C@H](C)CO)C[C@@H]1C,-6
CC1=CC(=O)C=CC1=Nc1ccc(N(C)C)cc1,-2

# Additional compounds:
SMILES,C2C12 statin,esBAF inh,SIRT5 block,Casp6 inh,LGR2 inh,FN deposition inh,S100A4 MyoIIA
CCCCC(=O)Nc1ccccc1N1CCN(c2ccc(F)cc2)CC1,-1,-8,1,1,-10,-12,-2
Cn1cccc1CC(=O)N/N=C/c1cc([N+](=O)[O-])ccc1Cl,4,1,2,1,-10,3,1
COc1ccc(Cn2nc(-c3ccccc3)c(N3CCCCC3)cc2=O)cc1,nt,nt,-2,1,-28,-30,0
S=C(NCCc1ccccn1)Nc1ccccc1Cl,nt,nt,-3,-2,-12,-2,-2
COc1cc(C(=O)N/N=C/c2coc3ccccc3c2=O)cc(OC)c1OC,1,-4,-3,3,4,0,0
CCCC(=O)Nc1ccc2c(c1)OC[C@H](C)N(Cc1ccc(-c3ccccn3)cc1)C[C@@H](C)[C@H](OC)CN(C)C2=O,27,2,2,-2,3,1,18
CCCC#Cc1ccc2c(c1)O[C@@H](CN(C)C(=O)CC1CC1)[C@H](C)CN([C@H](C)CO)S2(=O)=O,-8,1,3,-2,-4,nt,10
O=C(CC1C(=O)NCCN1CC1CCCCC1)NCCCN1CCOCC1 (configuration not stated),13,-3,-2,-30,-10,-4,-7
O=C(c1cnccn1)N1CCN(S(=O)(=O)c2cccc(Cl)c2)CC1,-2,-3,-6,1,8,-5,7
CC(=O)Nc1ccc(S(=O)(=O)Nc2c(C)nn(-c3ccccc3)c2C)cc1,0,0,2,-2,-14,nt,-4
COC(=O)[C@H]1[C@H](CO)[C@H]2Cn3c(ccc(-c4cccnc4)c3=O)[C@H]2N1Cc1cccc(F)c1,-1,0,3,-2,-6,nt,8
CCCC#Cc1cnc2c(c1)C(=O)N([C@H](C)CO)C[C@@H](C)[C@H](CN(C)S(=O)(=O)c1ccccc1)O2,-2,-6,1,3,11,-2,13
Cn1cnc2cc(NCc3ccc(Cl)cc3)ccc21,23,?,2,-6,nt,-2,-4
COc1ccc2c3c(n(C)c2c1)[C@@H](CO)N(C(=O)c1ccc(F)cc1)CC31CN(CC2CC2)C1,nt,nt,12,-1,1,nt,0
COc1ccc(C(=O)CN2CCN(c3ncccn3)CC2)cc1,16,2,-1,1,7,-1,3
Cc1cccc(C(=O)NNC(=O)c2c(O)c3ccccc3n(C)c2=O)c1,-27,7,0,-3,33,-1,-8
COc1ccccc1CNC(=O)C[C@@H]1C[C@H]2c3cc(NS(C)(=O)=O)ccc3O[C@H]2[C@@H](CO)O1,3,5,2,-2,-2,-5,1
NS(=O)(=O)c1cccc(NC(=O)COC(=O)Cc2ccc(S(=O)(=O)N3CCOCC3)s2)c1,10,-9,-2,4,-25,2,-2
CC(C)(C)NC(=O)C1c2ccccc2OCC(=O)N1CCCN1CCOCC1 (configuration not stated),nt,nt,-2,-2,21,0,-2
O=C(COC(=O)C1CCN(c2ccc(C(F)(F)F)cn2)CC1)c1cccc(Br)c1,nt,nt,5,-1,-13,2,1
CSc1ccc(CNc2ccccn2)cc1,82*,36,nt,nt,-26,nt,nt
C[C@@H]1CN([C@@H](C)CO)C(=O)c2cccc(NC(=O)c3ccc(-c4nccs4)cc3)c2O[C@@H]1CN(C)C(=O)Nc1ccccc1,nt,0,0,-4,0,nt,1
COc1ccc2c(c1)C(c1ccccc1)=NNC(c1ccco1)=N2,3,0,-2,-7,4,nt,-2
O=C(NCC(c1ccco1)N1CCc2ccccc21)c1ccccc1Br (configuration not stated),13,-5,-1,3,-6,-1,-7

# Reprinted from the part before: 3 compounds; new compounds follow.
SMILES,C2C12 statin,esBAF inh,SIRT5 block,Casp6 inh,LGR2 inh,FN deposition inh,S100A4 MyoIIA
C[C@@H]1CN([C@@H](C)CO)C(=O)c2cccc(NC(=O)c3ccc(-c4nccs4)cc3)c2O[C@@H]1CN(C)C(=O)Nc1ccccc1,nt,0,0,-4,0,nt,1
COc1ccc2c(c1)C(c1ccccc1)=NNC(c1ccco1)=N2,3,0,-2,-7,4,nt,-2
O=C(NCC(c1ccco1)N1CCc2ccccc21)c1ccccc1Br (configuration not stated),13,-5,-1,3,-6,-1,-7
CCOc1ccc(NC(=O)CN2C(=O)NC3(CCCCCC3)C2=O)cc1,-2,-8,0,-1,-3,12,-3
N=C1CCCN1CC(=O)c1ccc(Cl)cc1,nt,nt,9,-2,nt,-3,-8
CCCCOc1ccc(C(=O)NCC(=O)N2CC(C)OC(C)C2)cc1 (configuration not stated),-7,4,1,-103,-2,nt,2
O=C(Nc1ccc2c(c1)nc1n2CCOC1)c1ccccc1,-24,23,nt,nt,nt,-9,nt
CCCN1C[C@@H](C)[C@H](OC)CN(C)C(=O)c2cc(NC(=O)c3cnccn3)ccc2OC[C@H]1C,15,1,17*,nt,-4,-6,-8
Cc1ccc(Cl)cc1N1CCN(C(=O)Cn2ncn3cccc3c2=O)CC1,-4,-6,-5,1,13,11,-1
COC(=O)C1N2C(=O)[C@@H](NC(=O)COc3ccccc3)[C@H]2SC1(C)C (some centres not stated),-5,4,nt,2,5,-11,1
COc1ccc2cc(C(=O)N3CCN(c4ccccc4F)CC3)[nH]c2c1,9,-3,-9,0,-22,4,-1
Cc1ccccc1OCCSc1nnc(-c2cccnc2)n1N,nt,nt,-2,-1,8,-7,3
COc1ccc2c3c([nH]c2c1)[C@H](CO)N(C(=O)c1ccccc1)CC31CN(C(=O)c2cccc(F)c2)C1,nt,nt,6,9,-18,1,-12
C[C@@H]1CCCCO[C@@H](CN(C)Cc2ccc(Cl)c(Cl)c2)[C@@H](C)CN([C@H](C)CO)C(=O)c2cc(NC(=O)Nc3ccc(C(F)(F)F)cc3)ccc2O1,-20,-1,-2,-1,23,nt,-2
COc1cccc(C(=O)Nc2ccc(NC(=O)C3CCCCC3)nc2)c1,-40,-5,9,2,17,-1,-3
Cc1ccc(O)c(C(=O)c2cc(C(=O)NCCc3ccccc3)c(=O)n(CCc3ccccc3)c2)c1,nt,nt,0,-4,10,11,1
COc1ccc(-c2nnc(SC)o2)c(OC)c1,nt,nt,-1,1,-26,nt,3
CCOCc1c(C(=O)N2CCN(Cc3ccc(Br)s3)CC2)oc2ccccc12,0,2,1,5,-16,-1,-7
C[C@@H]1CN([C@H](C)CO)C(=O)CCCn2cc(nn2)CO[C@H]1CN(C)Cc1ccc2cccnc2c1,-25,-3,-2,-2,-1,-14,-1
Fc1ccc(/C=N/Nc2nnnn2-c2ccccc2)cc1,nt,nt,-1,nt,-59,14,-10
C[C@H](CO)N1C[C@H](C)[C@@H](CN(C)Cc2ccc(C(F)(F)F)cc2)Oc2c(NC(=O)C3CCOCC3)cccc2C1=O,13,-3,-1,0,13,nt,4
CO[C@@H]1CN(C)C(=O)c2cc(NC(C)=O)ccc2OC[C@H](C)N(CCc2ccccc2)C[C@@H]1C,-9,-5,2,0,4,3,-1
COc1ccccc1NC(=O)COC(=O)c1c[nH]c(=O)[nH]c1=O,nt,nt,nt,-2,2,-9,4
CCC(=O)Nc1ccc2c(c1)C(=O)N(C)C[C@@H](OC)[C@H](C)CN(Cc1ccccn1)[C@@H](C)CO2,2,2,-1,0,26,5,1
C[C@H](CO)N1C[C@H](C)[C@@H](CN(C)C(=O)Nc2ccc3c(c2)OCO3)Oc2ccc(NS(=O)(=O)c3ccc(F)cc3)cc2C1=O,3&-5,43&5,-4&2,-1&2,-1&1,0&-5,10&-2
COc1cc(COc2ccc3c(C)c(CC(=O)O)c(=O)oc3c2C)cc(OC)c1OC,2,5,-2,2,20,4,2
O=C(COC(=O)CN1C(=O)c2ccccc2C1=O)Nc1ccccc1C(F)(F)F,-7,1,nt,0,-13,13,1
COc1ccc(NC(=O)C2CCN(C(=O)c3ccccc3)CC2)c(OC)c1,5,1,1,3,7,nt,1
NC(=O)COC(=O)CNC(=O)c1cc(Cl)cc([N+](=O)[O-])c1,nt,nt,-4,-1,20,nt,-12
